# Screening results as filed in PubChem.
# IDE inh – inhibits human insulin-degrading enzyme in HEK cells; P14735; FAbetaB cleavage, fluorescence polarization; inhibition, % at 5.59 µM; 320,000 tested, 0.41% active; AID 434962;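 active = percent inhibition above the average of all tested compounds plus 3 SD, set per screening campaign, cut at about 16% in these data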;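 also: IDE supplied by intact live HEK cells; FP after avidin binding of uncleaved biotin substrate so inhibition keeps polarization high; 0% = DMSO wells and 100% = 60 µM reference IDE inhibitor Ii1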
# Target sequence (P14735 whole entry, looked up): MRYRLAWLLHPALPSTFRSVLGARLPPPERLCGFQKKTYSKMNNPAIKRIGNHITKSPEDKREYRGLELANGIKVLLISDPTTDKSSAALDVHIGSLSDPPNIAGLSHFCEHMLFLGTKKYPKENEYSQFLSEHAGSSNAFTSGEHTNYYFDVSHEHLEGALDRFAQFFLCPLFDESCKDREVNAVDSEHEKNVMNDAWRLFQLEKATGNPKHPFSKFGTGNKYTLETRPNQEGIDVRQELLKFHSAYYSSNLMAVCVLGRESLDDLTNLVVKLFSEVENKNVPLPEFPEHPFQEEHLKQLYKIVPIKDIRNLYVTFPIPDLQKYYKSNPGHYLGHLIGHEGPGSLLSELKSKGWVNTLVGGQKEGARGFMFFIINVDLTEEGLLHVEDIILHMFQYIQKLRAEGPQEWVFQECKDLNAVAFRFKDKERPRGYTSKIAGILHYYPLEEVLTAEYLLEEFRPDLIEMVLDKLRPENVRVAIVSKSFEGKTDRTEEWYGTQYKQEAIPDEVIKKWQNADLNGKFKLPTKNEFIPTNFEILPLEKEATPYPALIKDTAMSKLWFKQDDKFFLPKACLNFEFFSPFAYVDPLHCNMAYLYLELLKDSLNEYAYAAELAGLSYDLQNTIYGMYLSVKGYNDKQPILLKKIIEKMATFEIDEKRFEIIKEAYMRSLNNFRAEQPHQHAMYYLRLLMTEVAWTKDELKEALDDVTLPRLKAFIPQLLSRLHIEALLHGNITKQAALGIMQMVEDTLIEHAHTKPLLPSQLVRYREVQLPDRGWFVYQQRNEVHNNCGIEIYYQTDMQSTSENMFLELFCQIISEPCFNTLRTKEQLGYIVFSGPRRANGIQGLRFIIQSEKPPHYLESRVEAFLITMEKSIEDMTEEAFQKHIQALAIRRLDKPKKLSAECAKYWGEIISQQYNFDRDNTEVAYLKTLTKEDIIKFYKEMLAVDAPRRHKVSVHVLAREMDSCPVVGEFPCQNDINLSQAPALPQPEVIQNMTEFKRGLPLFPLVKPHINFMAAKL
# IDE cell activ – boosts human insulin-degrading enzyme activity in HEK cells. P14735. FAbeta-B cleavage, fluorescence polarization; 0% vehicle, 100% cell-free pure enzyme wells. activation, % at 5.96 µM. 340,000 tested, 0.073% active. AID 493087;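 active = activation above the mean of all tested compounds plus 3 SD, set per screening campaign, cut at about 17% in these data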
# * = called active by the depositor. This is a subset (hit frequency here may not be typical).
SMILES,IDE inh,IDE cell activ
Cc1cc(C)cc(OCC(O)CN2CCC(CN3C(=O)c4cccc5cccc(c45)C3=O)CC2)c1 (stereo not drawn),-9,11
N#Cc1c([N+](=O)[O-])cc([N+](=O)[O-])cc1S(=O)(=O)Cc1ccccc1,-5,-2
O=C1CN(C(=O)COC(=O)CCC(=O)c2ccc(Cl)cc2)c2ccccc2N1,5,3
COc1ccc(NC(=O)CN(C)C(=O)CSCc2c(C)noc2C)cc1,-2,5
CNC(=O)Cn1nc(C)c(S(=O)(=O)N2CCOCC2)c1C,1,3
COc1cccc(CN(C)C(=O)CSCC(=O)Nc2cc(C)on2)c1OC,4,0
CCOc1ccc(C(=O)CCC(=O)N(CC)CC(=O)Nc2c(F)cccc2F)cc1,4,5
COc1ccc(C2=NOC(Cn3nc(-c4ccccc4)cc3C(=O)NCc3cccc(C(F)(F)F)c3)C2)cc1 (stereo not drawn),1,-1
CC(NC(=O)CN1CCN(C(=O)c2cccs2)CC1)c1ccc(F)cc1F (stereo not drawn),5,0
O=C(NCC(c1ccc(F)cc1)N1CCOCC1)c1ccc(OCc2ccccc2)cc1 (stereo not drawn),4,-3
CC1CC(C)CN(C(=O)COC(=O)COc2ccc(C#N)cc2)C1 (stereo not drawn),1,1
COc1cc(OC)cc(C(=O)Nc2nc(CC(=O)NCCc3ccccc3)cs2)c1,-2,-1
Cc1nn(C)c(C)c1NS(=O)(=O)c1ccccc1Cl,-1,5
O=C(COC(=O)CCc1ccc(S(=O)(=O)N2CCOCC2)cc1)Nc1ccccc1[N+](=O)[O-],0,5
CCCCCCN(CCCCCC)C(=O)Cc1c(-c2ccc(F)cc2)[nH]c2ccccc12,0,6
Cn1nc(C(=O)OCC(=O)NCc2ccc(Cl)cc2)c2ccccc2c1=O,0,2
O=C(COC(=O)c1ccc(O)cc1O)NC(=O)NCc1ccccc1,-2,1
CC1CCN(C(=O)COC(=O)Cn2cnc3ccccc32)CC1,4,0
CC(C)N(Cc1ccccc1)C(=O)COC(=O)C1CCN(S(=O)(=O)c2ccc3c(c2)OCCO3)CC1,4,-1
COCCN(Cc1ccccc1)C(=O)C1CCN(S(=O)(=O)c2ccc3c(c2)OCCO3)CC1,0,5
COc1ccc(N2CCN(C(=O)c3cccc(S(=O)(=O)N4CCOCC4)c3)CC2)cc1,4,4
Cc1cccc(-n2ncc3c(=O)[nH]c(SCC(=O)NCCC4=CCCCC4)nc32)c1,-2,0
CCS(=O)(=O)Nc1ccc(C2=NN(C(=O)c3ccco3)C(c3ccc(Cl)o3)C2)cc1 (stereo not drawn),7,3
CCN1C(=NCCc2ccc([N+](=O)[O-])cc2)N[C@@H](c2ccccc2)[C@H](C(=O)OC)[C@H]1C,5,-4
C[C@H](CO)N1C[C@H](C)[C@@H](CN(C)Cc2ccc(Cl)c(Cl)c2)Oc2c(NC(=O)CCC(F)(F)F)cccc2C1=O,-4,3

# Later entries.
SMILES,IDE inh,IDE cell activ
Cc1ccc(OCCNC(=O)C2CC(=O)N(Cc3ccccc3)C2)cc1 (stereo not drawn),-5,3
O=S(=O)(Nc1cccc(S(=O)(=O)N2CCCCC2)c1)c1ccccc1F,4,3
O=C(Cc1cccc(C(F)(F)F)c1)Nc1ccc(S(=O)(=O)N2CCCC2)cc1,-2,0
CCC(C(=O)Oc1c(C(C)C)cccc1C(C)C)c1ccccc1 (stereo not drawn),1,-1
CN(CC(=O)Nc1ccc(F)cc1)CC(=O)N(C)C1(C#N)CCCCC1,-3,4
C[C@@H](CN1CCC[C@H]1CN1C(N)=NC[C@@H]1Cc1ccccc1)N1C[C@@H](Cc2ccccc2)N(CCCC2CCCC2)C1=N,8,4
Cc1ccc(NS(=O)(=O)c2cccc(C(=O)NCC3CCCO3)c2)cc1 (stereo not drawn),3,3
O=C(CSc1ccccn1)N1CCNC1=O,3,3
COc1ccccc1[C@@]1(C)ON(c2ccccc2C(F)(F)F)C1=O,4,4
Cc1ccc(S(=O)(=O)N2CCCN(C(=O)c3ccc(-n4cccn4)cc3)CC2)cc1,6,-1
O=C(c1cc(Cl)nc2ccccc12)N(Cc1nnc(-c2ccc(Cl)cc2)o1)C1CC1,-2,0
CN1C(=O)N(CC(=O)Nc2sccc2C(N)=O)C(=O)C12CCCCC2,0,-2
CCc1cccc2c(C(=O)CN3C(=O)NC4(CCCCCC4)C3=O)c[nH]c12,-1,-1
CN(C)C(CNC(=O)CSc1nc2sc3c(c2c(=O)n1C)CCCC3)c1ccccc1 (stereo not drawn),1,2
O=C(COC(=O)c1c(F)cccc1F)Nc1ccc(N2CCCCC2)cc1,-3,-2
CCCCC/C=C\C/C=C\C/C=C\CCCCC(=O)O,0,5
CC(OC(=O)c1cccc([N+](=O)[O-])c1)C(=O)N1CCc2ccccc21 (stereo not drawn),-1,1
CCCCn1c(N)c(N(CC(C)C)C(=O)c2cccc(S(=O)(=O)N3CCN(C)CC3)c2)c(=O)[nH]c1=O,1,0
Cc1ccc(S(=O)(=O)N2CCN(C(=O)COC(=O)c3cncc(Br)c3)CC2)c(C)c1,6,-4
CCn1nnc2cc(C(=O)Nc3cccc(S(=O)(=O)N(C)C)c3)ccc21,3,-5
O=C(CC1C[C@H](C(=O)N2CCOCC2)[C@@]2(CCC3CCCC3)c3[nH]c4ccccc4c3CCN2C1=O)NCCc1ccccn1 (stereo partly drawn),4,5
O=C(NN1CCOCC1)c1ccco1,-1,3
COCCn1c(SCC(=O)N2CCCC2=O)nc2sc(C)c(C)c2c1=O,-1,6
CCC1Nc2ncnc(N3CCN(c4ccccc4)CC3)c2N(Cc2ccc(Cl)cc2)C1=O (stereo not drawn),0,7
CC(=O)Nc1ccc(S(=O)(=O)N(C)CC(=O)NC2CCCCCCC2)cc1,1,4

# Next section.
SMILES,IDE inh,IDE cell activ
CC(OC(=O)c1n[nH]c2ccccc12)C(=O)Nc1ccccc1[N+](=O)[O-] (stereo not drawn),-1,0
O=C(Cn1[nH]c(=O)c2ccccc2c1=O)OCC(=O)c1ccc(Br)cc1,0,3
O=C(COc1ccc2c(-c3ccccc3)cc(=O)oc2c1)NC1CCS(=O)(=O)C1 (stereo not drawn),12,-11
C=CCC[C@@H](Cc1ccc(F)cc1)C(=O)OC[C@@H](Cc1c[nH]c2ccccc12)NC(=O)[C@@H](CC=C)CC(=O)N[C@@H](CO)Cc1ccccc1,-9,5
CC(=O)c1ccc(S(=O)(=O)NCCC(=O)N2CCN(c3ccccn3)CC2)cc1,-5,6
COc1ccc(OCC(=O)Nc2ccc(S(=O)(=O)Nc3cc(C)on3)cc2)cc1,1,0
COc1ccc(NC(=O)CN(C)C(=O)c2cc(-c3ccco3)nc3ccccc23)cc1,10,-2
C[C@H](CO)N1C[C@H](C)[C@@H](CN(C)Cc2ccncc2)Oc2c(NS(=O)(=O)c3ccc(Cl)cc3)cccc2C1=O,-1,2
O=C(O[C@@H](C(=O)O)[C@@H](OC(=O)c1ccccc1)C(=O)O)c1ccccc1,7,5
Cc1cccc(C)c1NC(=O)CN(C)C(=O)CCc1nc2sc3c(c2c(=O)[nH]1)CCCC3,4,4
CC(=O)c1ccc(N2CCN(CC(=O)NC(=O)NCc3ccccc3)CC2)cc1,7,-2
COc1ccc(CCC(=O)OCC(=O)Nc2sccc2C#N)cc1,6,-2
COCCOc1ccc(C(F)(F)F)cc1NC(=O)COC(=O)Cc1c[nH]c2ccccc12,0,2
CN1CCC(N(C)S(=O)(=O)c2ccc(NC(=O)COc3ccc(Br)cc3Cl)cc2)CC1,-5,7
Cc1ccc(C(=O)Nc2ncccc2C)cc1S(=O)(=O)N1CCCCC1,5,1
O=C(c1cnn(-c2ccccc2)c1)c1cc(Br)ccc1O,-4,3
CC(C)OCCCNC(=O)c1cccc2c1C(=O)c1ccc(Cl)cc1S2(=O)=O,2,-1
Cc1ccc(C(=O)C(C)OC(=O)c2ccc(Cl)nc2)cc1 (stereo not drawn),-5,4
O=C(Nc1ccccc1N1CCOCC1)C1=COCCO1,0,4
Nc1ccc(C(=O)N2CCN(S(=O)(=O)c3ccc4c(c3)OCCCO4)CC2)cc1[N+](=O)[O-],-2,2
CC(NS(=O)(=O)c1cc(C(F)(F)F)ccc1Cl)C(=O)N(C)C1CCN(C)CC1 (stereo not drawn),-4,5
COc1cc(C(=O)N2CCN(c3cccc(C)c3C)CC2)ccc1OCC(=O)N1CCOCC1,14,-16
O=C1NC[C@H](c2ccccc2)OC(=O)[C@H](Cc2ccc(F)cc2)CC/C=C/C[C@@H]1CC(=O)N(CCO)Cc1ccccc1,1,-3
Cc1noc(C)c1C(=O)OCC(=O)N1CCc2ccccc21,-3,-1
Cc1cc(NC(=O)c2cccc(Cl)c2)n[nH]1,0,1

# Following part
SMILES,IDE inh,IDE cell activ
CCOC(=O)c1sc(NC(=O)C2CSC3(C)CCC(=O)N23)nc1C (stereo not drawn),-5,6
CC1CCCCC1NC(=O)COC(=O)c1cccn1C (stereo not drawn),0,5
Cc1ccc(SCC(=O)OCC(=O)N2CCN(C(=O)c3ccco3)CC2)c(C)c1,0,-6
CCC(NS(=O)(=O)c1cccs1)c1ccc(C)cc1 (stereo not drawn),-1,3
CSc1nc(N2CCOCC2)nc2ccc(C)cc12,15,-4
O=C(CSc1nc(=O)n(CCN2CCOCC2)c2c1CCCC2)Nc1ccc(F)cc1F,-5,2
Cn1cnc2c(oc3ccccc32)c1=O,-1,-5
Cc1csc2nc(O)c(C(=O)NC3CCCCC3)c(=O)n12,-3,8
CCOc1ccc(OCCCC(=O)NNC(=O)c2ccncc2)cc1,-7,3
CCOc1cc(/C=C2\SC(=S)N(NS(=O)(=O)c3ccc(C)cc3)C2=O)ccc1O,35*,-32
COc1ccc(S(=O)(=O)N(C)C[C@H]2Oc3c(NS(=O)(=O)c4cn(C)cn4)cccc3C(=O)N([C@H](C)CO)C[C@@H]2C)cc1,2,3
Cc1ccc(C(=O)NCc2ccc(Cl)cc2)cc1S(=O)(=O)N1CCCCC1,-5,2
CC(C)C[C@H]1COCCS(=O)(=O)N1Cc1cccc(F)c1,3,-7
CCOc1ccc(NC(=O)CN(C)C(=O)c2ccccc2CCc2ccccc2)cc1OCC,2,3
CCCn1c(SC(C)C(=O)NCC2CCCO2)nc2sc3c(c2c1=O)CCC3 (stereo not drawn),0,4
CCN(C[C@H]1N[C@@](CC)(C(=O)OC)[C@H]2C(=O)N(Cc3ccccc3)C(=O)[C@@H]12)C(=O)Nc1ccc(C(F)(F)F)cc1,0,2
N#Cc1ccc(S(=O)(=O)N2CCN(CC(=O)Nc3ccccc3C(=O)NC3CC3)CC2)cc1,4,1
Cc1ccc(OCC(=O)N(C)CC(=O)Nc2ccccc2Cl)c([N+](=O)[O-])n1,1,3
CN1CCN(C2Cc3ccccc3Sc3ccc(Cl)cc32)CC1 (stereo not drawn),-1,8
COc1ccccc1CCC(=O)OCC(=O)Nc1cc(C)nn1-c1ccccc1,-6,8
COc1ccccc1C(=O)NC(=O)COC(=O)c1ccco1,4,0
CC[C@]12c3[nH]c4ccccc4c3CCN1C(=O)C(CC(=O)NCCCN(C)C)C[C@@H]2C(=O)N1CCN(C(=O)c2ccco2)CC1 (stereo partly drawn),1,0
Cc1ccc(NC(=O)c2nc[nH]c2C(=O)N2CCc3ccccc3C2)cc1,-2,0
COc1ccc(OCCC(=O)OCC(=O)NCc2ccccc2OC)cc1,-1,4
Cc1ccc(S(=O)(=O)N2CCC(C(=O)OC3CCOC3=O)CC2)cc1C (stereo not drawn),0,-1
CC(=O)NC(c1cc(Cl)c2cccnc2c1O)C(C)C (stereo not drawn),-3,6
CC(=O)c1ccc(S(=O)(=O)N2CCNC(=O)C2)cc1,6,-2

# Structural class: the entries above with two or more sulfur atoms (8)
SMILES,IDE inh,IDE cell activ
O=S(=O)(Nc1cccc(S(=O)(=O)N2CCCCC2)c1)c1ccccc1F,4,3
CN(C)C(CNC(=O)CSc1nc2sc3c(c2c(=O)n1C)CCCC3)c1ccccc1 (stereo not drawn),1,2
COCCn1c(SCC(=O)N2CCCC2=O)nc2sc(C)c(C)c2c1=O,-1,6
CCOC(=O)c1sc(NC(=O)C2CSC3(C)CCC(=O)N23)nc1C (stereo not drawn),-5,6
CCC(NS(=O)(=O)c1cccs1)c1ccc(C)cc1 (stereo not drawn),-1,3
CCOc1cc(/C=C2\SC(=S)N(NS(=O)(=O)c3ccc(C)cc3)C2=O)ccc1O,35*,-32
COc1ccc(S(=O)(=O)N(C)C[C@H]2Oc3c(NS(=O)(=O)c4cn(C)cn4)cccc3C(=O)N([C@H](C)CO)C[C@@H]2C)cc1,2,3
CCCn1c(SC(C)C(=O)NCC2CCCO2)nc2sc3c(c2c1=O)CCC3 (stereo not drawn),0,4

# Five records picked at random from those above, as already listed:
SMILES,IDE inh,IDE cell activ
COc1ccccc1C(=O)NC(=O)COC(=O)c1ccco1,4,0
Cc1ccc(C(=O)Nc2ncccc2C)cc1S(=O)(=O)N1CCCCC1,5,1
CCOc1ccc(NC(=O)CN(C)C(=O)c2ccccc2CCc2ccccc2)cc1OCC,2,3
CN1C(=O)N(CC(=O)Nc2sccc2C(N)=O)C(=O)C12CCCCC2,0,-2
O=C(CC1C[C@H](C(=O)N2CCOCC2)[C@@]2(CCC3CCCC3)c3[nH]c4ccccc4c3CCN2C1=O)NCCc1ccccn1 (stereo partly drawn),4,5
